KDM4C inh – KDM4C (human) demethylase inhibition | Q9H3R0 | GST-KDM4C 2-372, H3K9me3 peptide, LANCE TR-FRET | inhibition, % at 12.5 µM | 0.15% of 96,000 active | AID 720574;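 active = mean replicate inhibition above about 25%, with at least 55% of replicates also reaching it, limit read from the data, passing the limit was not always enough; inconclusive = only one of those two conditions met; inactive = neither condition met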
Target sequence (Q9H3R0 2-372 limits assumed): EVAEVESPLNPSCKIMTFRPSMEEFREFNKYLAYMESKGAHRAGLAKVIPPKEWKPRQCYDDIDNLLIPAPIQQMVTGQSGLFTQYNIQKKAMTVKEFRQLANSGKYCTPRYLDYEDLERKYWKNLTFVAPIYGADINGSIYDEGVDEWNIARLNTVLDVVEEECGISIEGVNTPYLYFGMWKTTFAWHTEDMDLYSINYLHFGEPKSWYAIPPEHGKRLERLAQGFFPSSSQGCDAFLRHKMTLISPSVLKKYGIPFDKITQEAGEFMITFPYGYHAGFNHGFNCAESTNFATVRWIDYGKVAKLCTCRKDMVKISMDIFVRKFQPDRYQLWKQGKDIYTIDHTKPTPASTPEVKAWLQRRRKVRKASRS
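Material: GST-tagged GASC-1 (JMJD2C) catalytic fragment, aa 2-372 / Quantity: enzyme final amount 10 nM / Medium: HEPES buffer, pH 7.5, plus ascorbate / Doses: one test concentration per compound / Incubation: 30 min reaction, 60 min detection, RT / Measured by: LANCE TR-FRET / Read-out: inhibition from TR-FRET ratio decrease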
Tcruzi prolif – T. cruzi proliferation inhibition; inhibition, % at 8.34 µM; T. cruzi beta-gal in NIH3T3, GalScreen luminescence, 90 h; 5.9% of 77,000 active;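 active = mean inhibition above about 93%, with at least 55% of replicates each passing it, limit read from the data, passing the limit was not always enough; inconclusive = only one of those two conditions holds; inactive = neither condition holds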
Pf Dd2 growth – P. falciparum Dd2 growth inhibition; SYBR Green, 72 h; active compounds read low; activity change, % at 10 µM; 2.3% of 94,000 active; in the data active = activity change below about -80%; inconclusive = no clear call, values can overlap the other calls
C diff growth – C. difficile growth inhibition; 0.25% of 86,000 active; Clostridium difficile clinical isolate growth, OD600, 24 h; active compounds read low; growth activity, negative = inhibition, % at 16 µg/mL (by protocol); AID 1259249;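 active = mean growth activity at or below -80% and every replicate also at or below -80%; inconclusive = mean at or below -80% but some replicate above -80%; inactive = mean growth activity above -80%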;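 also: 0% = DMSO wells and -100% = levofloxacin 16 µg/mL wells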
The depositor's hits bear a star; ? = inconclusive; . = not tested or not shown; & = joins results of further samples.

SMILES | KDM4C inh | Tcruzi prolif | Pf Dd2 growth | C diff growth
C[C@@H]1CN([C@H](C)CO)C(=O)c2cc(NC(=O)Nc3cccc4ccccc34)ccc2O[C@@H]1CN(C)C(=O)NC1CCCCC1 | -0.8 | -20 | 13 | -6
CCC(=O)N(C)C[C@H]1Oc2ncc(-c3ccc(F)cc3)cc2C(=O)N([C@H](C)CO)C[C@H]1C | 0.2 | 24 | 25 | -3
O=C(Cc1ccncc1)NCC[C@H]1CC[C@H](NC(=O)C2CCOCC2)[C@@H](CO)O1 | -2.2 | -15 | 5 | 0
C[C@@H]1CN([C@@H](C)CO)C(=O)c2cc(NC(=O)Nc3ccc(C(F)(F)F)cc3)ccc2O[C@@H](C)CCCCO[C@@H]1CN(C)C(=O)NC1CCCCC1 | -1.2 | 67 | -43 | 2
N#Cc1cccc(-c2ccc3c(c2)[C@@H]2[C@@H](CCN2S(=O)(=O)c2ccccc2)[C@H](CO)N3)c1 | -0.2 | 83 | 4 | -3
Cc1ccc(S(=O)(=O)Nc2ccc3c(c2)C(=O)N([C@H](C)CO)C[C@H](C)[C@H](CN(C)S(=O)(=O)c2ccc(F)cc2)OCCCC[C@@H](C)O3)cc1 | -1.6 | . | 24 | -3
COc1ccccc1C(=O)Nc1ccc2c(c1)C(=O)N(C)[C@@H]1CC[C@H](CC(=O)NCc3ccc(Cl)c(Cl)c3)O[C@@H]1CO2 | -1.6 | 62 | -23 | 9
C[C@@H]1CN([C@H](C)CO)C(=O)c2cc(NC(=O)Nc3ccc4c(c3)OCO4)ccc2O[C@@H](C)CCCCO[C@H]1CN(C)Cc1ccncc1 | -0.1 | 23 | -17 | -1
CO[C@@H]1CN(C)C(=O)c2ccc(NC(=O)Cc3ccccc3)cc2OC[C@@H](C)N(CC2CC2)C[C@H]1C | 1.0 | . | 2 | 0
C[C@@H]1CN([C@@H](C)CO)C(=O)c2cc(NC(=O)CCC(F)(F)F)ccc2O[C@@H](C)CCCCO[C@@H]1CN(C)C | 1.5 | 46 | 17 | -2
COc1ccc(S(=O)(=O)N(C)C[C@H]2OCCCC[C@H](C)Oc3ccc(NC(=O)c4ccccc4)cc3C(=O)N([C@H](C)CO)C[C@@H]2C)cc1 | 0.0 | 89 | -71 | 22
CO[C@@H]1CN(C)C(=O)c2ccc(NC(=O)C3CCC3)cc2OC[C@@H](C)N(Cc2ccccn2)C[C@@H]1C | 4.6 | 4 | -27 | .

The list goes on, overlapping the part above by two compounds.
SMILES | KDM4C inh | Tcruzi prolif | Pf Dd2 growth | C diff growth
COc1ccc(S(=O)(=O)N(C)C[C@H]2OCCCC[C@H](C)Oc3ccc(NC(=O)c4ccccc4)cc3C(=O)N([C@H](C)CO)C[C@@H]2C)cc1 | 0.0 | 89 | -71 | 22
CO[C@@H]1CN(C)C(=O)c2ccc(NC(=O)C3CCC3)cc2OC[C@@H](C)N(Cc2ccccn2)C[C@@H]1C | 4.6 | 4 | -27 | .
COc1cccc(-c2ccc([C@H]3[C@@H](CO)N4CCCCN(C(=O)c5ccc(F)cc5)C[C@@H]34)cc2)c1 | -1.1 | 91 | -44 | 32
C[C@@H]1CN([C@@H](C)CO)C(=O)c2cc(NC(=O)NC3CCCCC3)ccc2O[C@@H](C)CCCCO[C@@H]1CN(C)C(=O)CCC(F)(F)F | 0.3 | 16 | -42 | -4
Cc1noc(C)c1NC(=O)Nc1ccc2c(c1)C(=O)N([C@@H](C)CO)C[C@H](C)[C@@H](CN(C)C(=O)Nc1ccc3c(c1)OCO3)O2 | 3.3 | 10 | 17 | -5
CC(C)NC(=O)N(C)C[C@@H]1OCCCC[C@@H](C)Oc2ccc(NS(=O)(=O)c3ccc(Cl)cc3)cc2C(=O)N([C@H](C)CO)C[C@H]1C | -1.6 | 28 | . | -1
Cc1ccc(S(=O)(=O)N(C)C[C@@H]2OCCCC[C@@H](C)Oc3ccc(NC(=O)Nc4ccc(C(F)(F)F)cc4)cc3C(=O)N([C@H](C)CO)C[C@H]2C)cc1 | -3.0 | . | -76 | 4
C[C@H](O)C#Cc1ccc([C@H]2[C@@H](CO)N3CCCCN(CC4CC4)C[C@H]23)cc1 | -0.4 | 53 | -55 | 12
CNC[C@@H]1OCCCC[C@@H](C)Oc2ccc(NS(=O)(=O)c3c(C)noc3C)cc2C(=O)N([C@H](C)CO)C[C@H]1C | 1.1 | 15 | 25 | -2
Cc1noc(C)c1S(=O)(=O)Nc1ccc2c(c1)CC(=O)N([C@H](C)CO)C[C@@H](C)[C@H](CN(C)C(=O)Nc1ccc(C(F)(F)F)cc1)O2 | -1.1 | 16 | -7 | 4
COc1ccccc1S(=O)(=O)N(C)C[C@H]1Oc2cc(C#CCC3CCCC3)ccc2S(=O)(=O)N([C@@H](C)CO)C[C@H]1C | -2.4 | . | -24 | -4
C[C@H]1CN([C@@H](C)CO)C(=O)c2cccc(NC(=O)Nc3ccc4c(c3)OCO4)c2O[C@@H]1CN(C)C(=O)Nc1ccc(F)cc1 | 12 | -13 | 34 | -18
CCCC(=O)Nc1ccc2c(c1)OC[C@H](C)N(C(=O)c1ccncc1)C[C@H](C)[C@@H](OC)CN(C)C2=O | 4.5 | . | 17 | -6
Cc1noc(C)c1S(=O)(=O)N(C)C[C@@H]1OCCCC[C@@H](C)Oc2ccc(NC(=O)CCCN(C)C)cc2C(=O)N([C@@H](C)CO)C[C@H]1C | 2.1 | -49 | 36 | 2
C[C@H]1CN([C@@H](C)CO)C(=O)CCCn2cc(nn2)CO[C@@H]1CN(C)S(=O)(=O)c1ccc(-n2cccn2)cc1 | -1.4 | . | -28 | -5
O=C(C[C@H]1C[C@@H]2c3cc(NC(=O)C4CCOCC4)ccc3O[C@@H]2[C@@H](CO)O1)NCCN1CCCCC1 | 0.4 | -27 | 32 | -9
O=C(O)C[C@H]1C[C@H]2c3cc(NC(=O)NC4CCCCC4)ccc3O[C@H]2[C@H](CO)O1 | 0.9 | -56 | -5 | 1
O=C(C[C@H]1C=C[C@@H](NC(=O)C2CC2)[C@H](CO)O1)NCC1CC1 | -1.6 | . | -9 | 6
C[C@H](CO)N1C[C@H](C)[C@@H](CN(C)Cc2ccc(-c3ccccc3)cc2)Oc2c(NC(=O)Nc3ccc(F)cc3)cccc2C1=O | -1.9 | 0 | -2 | 0
C[C@H]1CN([C@@H](C)CO)C(=O)c2cc(-c3cccnc3)cnc2O[C@@H]1CN(C)C(=O)C1CCOCC1 | 1.1 | -29 | 17 | -3
CCC(=O)N[C@@H]1CC[C@@H](CC(=O)NCC2CC2)O[C@H]1CO | -1.5 | . | 18 | 0
COc1ccc(S(=O)(=O)N[C@H]2CC[C@H](CC(=O)N3CCc4ccccc4C3)O[C@@H]2CO)cc1 | -0.3 | 69 | -1 | 0
O=C(C[C@H]1CC[C@@H]2[C@H](COC[C@@H](O)CN2C(=O)Nc2ccc(C(F)(F)F)cc2)O1)NCC1CC1 | -0.3 | -44 | 0 | .
C[C@@H]1CN([C@@H](C)CO)C(=O)CCCn2nncc2CO[C@@H]1CN(C)S(=O)(=O)c1ccccc1F | -0.5 | -14&26 | -2&3 | 0
COc1ccc(NC(=O)Nc2ccc3c(c2)CC(=O)N([C@H](C)CO)C[C@H](C)[C@@H](CN(C)Cc2ccc(Cl)c(Cl)c2)O3)cc1 | -1.4 | 59 | -74 | 32
C[C@@H]1CN([C@@H](C)CO)C(=O)c2cc(NC(=O)Nc3ccc(C(F)(F)F)cc3)ccc2O[C@H]1CN(C)C(=O)NC1CCCCC1 | -1.4 | . | -24 | 2
C/C=C/c1ccc([C@@H]2[C@@H](CNC(=O)C3CC3)N(C(=O)NCCC)[C@H]2CO)cc1 | -0.3 | 86 | 5 | 7
CO[C@@H]1CN(C)C(=O)c2ccc(NC(=O)C3CCCCC3)cc2OC[C@H](C)NC[C@@H]1C | 0.6 | 40 | . | .
C[C@H](CO)N1C[C@H](C)[C@H](CN(C)C(=O)Cc2ccccn2)Oc2cc(C#Cc3ccccc3)ccc2S1(=O)=O | -0.6 | 104* | -85* | -7
CC(C)CC#Cc1ccc2c(c1)O[C@H](CN(C)C(=O)C1CCCCC1)[C@H](C)CN([C@@H](C)CO)S2(=O)=O | -1.4 | 112* | -12 | -6
Cc1cccc(-c2ccc(C3[C@@H]4CN(Cc5cccc(F)c5)C[C@H]3N4)cc2)c1 (stereo partly drawn) | 0.7&0.6 | . | 15&-65 | -97*
C[C@H]1CCCCO[C@@H](CN(C)C(=O)Nc2ccccc2)[C@@H](C)CN([C@@H](C)CO)C(=O)c2cc(NC(=O)c3ccccc3)ccc2O1 | -0.2 | 69 | -63 | .
C[C@@H]1CN([C@@H](C)CO)C(=O)c2cc(NC(=O)C3CCCCC3)ccc2O[C@@H]1CN(C)Cc1ccc(Oc2ccccc2)cc1 | -0.7 | 95 | 11 | -2
COCC(=O)N1CC2(CN[C@@H](CO)c3c2c2ccc(OC)cc2n3C)C1 | 0.1 | . | 37 | -4
COc1ccc2c3c([nH]c2c1)[C@@H](CO)N(C(=O)c1cccnc1)CC31CCN(C(=O)NC(C)C)CC1 | -0.4 | . | -65 | 4
O=C(C[C@H]1CC[C@@H]2[C@H](COC[C@@H](O)CN2Cc2cccc(-c3ccncc3)c2)O1)N1CCCCC1 | 0.2 | 86 | -16 | .
C[C@@H]1CN([C@@H](C)CO)S(=O)(=O)c2ccc(/C=C/c3ccccc3)cc2O[C@H]1CN(C)C(=O)Nc1cccc(F)c1 | -0.3 | 127* | -50 | 7
Cc1noc(C)c1S(=O)(=O)Nc1ccc2c(c1)C(=O)N([C@H](C)CO)C[C@H](C)[C@H](CN(C)C(=O)NC1CCCCC1)O2 | 14 | -124 | -12 | 3

Whole records from above. Order of screens: KDM4C inh	Tcruzi prolif	Pf Dd2 growth	C diff growth
C[C@H](CO)N1C[C@H](C)[C@H](CN(C)C(=O)Cc2ccccn2)Oc2cc(C#Cc3ccccc3)ccc2S1(=O)=O is entered as -0.6	104*	-85*	-7
C[C@@H]1CN([C@@H](C)CO)S(=O)(=O)c2ccc(/C=C/c3ccccc3)cc2O[C@H]1CN(C)C(=O)Nc1cccc(F)c1 is entered as -0.3	127*	-50	7
Cc1noc(C)c1S(=O)(=O)Nc1ccc2c(c1)C(=O)N([C@H](C)CO)C[C@H](C)[C@H](CN(C)C(=O)NC1CCCCC1)O2 is entered as 14	-124	-12	3
CO[C@@H]1CN(C)C(=O)c2ccc(NC(=O)C3CCCCC3)cc2OC[C@H](C)NC[C@@H]1C is entered as 0.6	40	.	.
O=C(C[C@H]1CC[C@@H]2[C@H](COC[C@@H](O)CN2Cc2cccc(-c3ccncc3)c2)O1)N1CCCCC1 is entered as 0.2	86	-16	.

(listing goes on)
SMILES | KDM4C inh | Tcruzi prolif | Pf Dd2 growth | C diff growth
O=C(C[C@H]1C[C@@H]2c3cc(NC(=O)NC4CCCC4)ccc3O[C@@H]2[C@@H](CO)O1)NCc1ccc(Cl)cc1 | 1.0 | ? | -24 | -1
COc1ccc(C#Cc2cnc3c(c2)C(=O)N([C@H](C)CO)C[C@H](C)[C@H](CN(C)S(=O)(=O)c2cccc(F)c2)O3)cc1OC | -3.7 | 53 | -87* | 17
C[C@H]1CN([C@@H](C)CO)C(=O)Cc2cc(NS(=O)(=O)c3ccccc3)ccc2O[C@@H]1CN(C)Cc1ccc2c(c1)OCO2 | 0.5 | 43 | -21 | -5
CO[C@@H]1CN(C)C(=O)c2ccc(NS(C)(=O)=O)cc2OC[C@@H](C)N(C(=O)C2CCC2)C[C@H]1C | 0.4 | -3 | . | .
C[C@H](CO)N1C[C@H](C)[C@H](CN(C)S(=O)(=O)c2cn(C)cn2)OCCCC[C@H](C)Oc2ccc(NS(=O)(=O)c3ccccc3)cc2C1=O | 1.6 | -1 | 21 | 1
O=C1CN(S(=O)(=O)c2ccccc2)C[C@H]2[C@@H](c3ccc(C#CCc4ccccc4)cc3)[C@H](CO)N12 | -0.6 | . | -32 | 10
C[C@H](CO)N1C[C@H](C)[C@H](CN(C)Cc2ccc3c(c2)OCO3)Oc2c(NC(=O)c3ccncc3)cccc2C1=O | 0.1 | 97* | 2 | 0
CNC(=O)C[C@H]1CC[C@H]2[C@H](COc3ccc(NC(=O)c4ccc5c(c4)OCO5)cc3C(=O)N2C)O1 | -1.0 | 21 | 2 | 1
COc1ccc2c3c(n(C)c2c1)[C@@H](CO)N(Cc1ccncc1)CC31CN(C(=O)NC(C)C)C1 | 0.1 | . | -48 | 15
Cc1noc(C)c1S(=O)(=O)Nc1ccc2c(c1)CC(=O)N([C@H](C)CO)C[C@H](C)[C@@H](CN(C)Cc1ccc(Cl)c(Cl)c1)O2 | 5.6 | 100* | -13 | 34
CCC(=O)Nc1ccc2c(c1)OC[C@@H](C)N(C(=O)CC)C[C@@H](C)[C@H](OC)CN(C)C2=O | -2.3 | 9 | . | .
C[C@H]1CN([C@@H](C)CO)C(=O)c2cc(C#Cc3ccccn3)cnc2O[C@H]1CN(C)Cc1cccnc1 | -0.9 | 56 | 13 | -2
C[C@H]1CN([C@@H](C)CO)C(=O)c2cc(NS(=O)(=O)c3ccc(F)cc3)ccc2O[C@H]1CN(C)Cc1ccccc1 | 3.0 | -5 | 13 | -1

Bioassay records as filed in PubChem.
